TAG inh: inhibitors of triacylglycerol accumulation, primary screen, cell-based, uHTS, fluorescence, H9c2; H9c2 cells, Nile Red lipid (TAG) fluorescence; cells loaded with 200 µM oleic acid; inhibition, % at 12.5 µM; actives 0.66% (n = 230,000);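 active = pattern-corrected inhibition of lipid staining of at least 50% with the nuclear-stain viability signal not falling by more than 50%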;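 also: 0% = DMSO wells and 100% = triacsin C control wells; some results filed as inactive read as strong as hits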
TAG inh DAPI viability: further read-out of TAG inh, marked with its call; DAPI nuclei signal change (viability), lower = more cytotoxic, %;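 whole-well DAPI fluorescence read on a plate reader as a viability signal; minus 50 percent equals half of cells still viable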
Numbers without * were called inactive. Some of the compounds tested. The share of hits here may be higher or lower than overall.

smiles | TAG inh | TAG inh DAPI viability
Nc1cc[n+](CC(=O)Nc2ccccc2)cc1 | 11.4 | -17.3
C=CCn1c(CNC(=O)c2ccco2)nnc1SCC(=O)Nc1cccc(F)c1 | 0.6 | -7.1
CCC1=Nc2ccccc2NC2=C1C(=O)CCC2 | -8.4 | 4.6
CN(C)/C=C/C(=O)c1cc(F)cc(C(F)(F)F)c1 | 4.1 | -9.9
Cc1nn(CC(=O)NC2CC2)c(C)c1S(=O)(=O)NC(C)(C)C | 0.1 | 2.1
O=C(NC1CCCCCC1)c1ccc2nc3cc(Cl)ccc3c(=O)n2c1 | 23.3 | 16.0
O=c1cc(-c2ccccc2)[nH]c2ccccc12 | 66.3* | -20.2*
CNC(=O)c1cc(S(=O)(=O)Nc2ccc3c(c2)OCO3)ccc1C | -4.2 | 0.7
COc1ccc(CCNC(=O)CSc2cn(Cc3cccc(C)c3)c3ccccc23)cc1OC | 40.4 | -10.9
C=COC(=O)NC1CCc2cc(OC)c(OC)c(OC)c2-c2ccc(SC)c(=O)cc21 (stereo not drawn) | 22.3 | -18.1
COC(=O)Oc1ccc(/C=N/NC(=O)CSCc2ccccc2Br)cc1OC | -12.9 | -4.1
Cc1ccc(SCC(=O)NCCCc2ccccc2)cc1 | -18.8 | 2.8
COc1cccc(NC(=O)CN(C)C(=O)c2ccc3c(c2)S(=O)(=O)N=C2CCCCCN23)c1 | 1.8 | -1.5
O=C1/C(=C/Nc2ccc3c(c2)OCO3)CCc2ccccc21 | 4.4 | -6.0
CC(C)(C)Sc1ccc(N)nc1 | 4.6 | -10.3
Cc1cccc(N(CC(=O)N2CCCCCC2)S(C)(=O)=O)c1C | -8.4 | 7.9
COc1ccc(Cc2noc(CN(C)Cc3ccc(-n4cccn4)cc3)n2)cc1OC | -28.2 | -5.5
COc1ccc(C2/C=C\CN(C(=O)Oc3ccc(C(F)(F)F)cc3)CC(=O)N2Cc2ccc(F)cc2)cc1 (stereo not drawn) | 6.2 | -4.7
O=C(NC1CCCCCC1)c1cccnc1Sc1ccc(Cl)cc1 | 2.2 | -9.4
CSc1c(CC(=O)NCCCO)n(Cc2ccccc2)c2ccccc12 | -12.5 | 2.6
O=S(=O)(Cc1ccccc1Cl)c1ncn[nH]1 | 10.9 | -4.6
COc1ccc(C(=O)N2CCN(C)C(=O)[C@@H]2C)cc1OC1CCN(C(C)=O)CC1 | 8.3 | -16.7
O=C(CCCc1ccccc1)Nc1cccnc1 | 6.2 | -3.3
COc1ccc(Br)cc1C(=O)Nc1ccccc1N1CCCC1 | 0.6 | 0.8
CC[C@]12c3[nH]c4cc(CCC(=O)N(C)C)ccc4c3CCN1C(=O)[C@@H](CC(=O)NCc1ccc(OC)c(OC)c1)C[C@@H]2C(=O)N1CCN(C(=O)C2CC2)CC1 | -8.5 | -6.6
O=C1N=C(N2CCOCC2)S/C1=C\c1ccncc1 | 5.6 | -1.6
O=C(NNC(=S)NC(=O)c1cccnc1)c1ccc(F)cc1 | 6.2 | -1.8
COCCNC(=O)CS(=O)(=O)Cc1nc(-c2ccc(C)cc2)oc1C | 2.9 | -3.3
Cc1nnn(C23C[C@@H]4C[C@@H](CC(C(=O)N5CCN(c6ccccc6)CC5)(C4)C2)C3)n1 | -10.6 | 2.8
O=C(N/C(=C/c1cccc([N+](=O)[O-])c1)C(=O)N1CCCCC1)c1ccco1 | -6.1 | -10.5

Part of the list above, with each value named:
COCCNC(=O)CS(=O)(=O)Cc1nc(-c2ccc(C)cc2)oc1C
  TAG inh: 2.9
  TAG inh DAPI viability: -3.3

Cc1nnn(C23C[C@@H]4C[C@@H](CC(C(=O)N5CCN(c6ccccc6)CC5)(C4)C2)C3)n1
  TAG inh: -10.6
  TAG inh DAPI viability: 2.8

O=C(N/C(=C/c1cccc([N+](=O)[O-])c1)C(=O)N1CCCCC1)c1ccco1
  TAG inh: -6.1
  TAG inh DAPI viability: -10.5

The list goes on:
smiles | TAG inh | TAG inh DAPI viability
FC(F)(F)c1cccc(Cn2cnc(NC(=S)NCCc3ccccc3)n2)c1 | -48.8 | -7.0
O=C(Cc1ccc(F)cc1)Nc1cccc(S(=O)(=O)N2CCCC2)c1 | -6.4 | -4.9
COc1ccc(-c2ccc(OC)c(OC)c2OC)c(OC)c1OC | -2.5 | 2.2
Cc1cccc(OCCCn2c(=O)oc3ccccc32)c1 | 2.4 | -5.9
CCCc1ccc(-c2csc(NC(=O)Cc3cccs3)n2)cc1 | 41.5 | -8.7
O=C(Nc1ccccc1)[C@@H]1CC=C[C@@H]2CCN(Cc3ccccc3)C(=O)[C@@H]21 | -5.9 | -3.1
COc1ccc(C(=O)Nc2c(F)c(F)c(F)c(F)c2F)c(OC)c1 | -7.0 | -1.3
O=c1c2ccccc2ncn1-c1ccccc1F | 8.1 | 0.4
Cc1c(Cl)cccc1Nc1nc(N)nc(CN2CCc3ccccc3C2)n1 | -14.6 | 4.8
O=C(NCc1ccccc1)c1ccc(S(=O)(=O)N2CCCCCC2)cc1 | -6.9 | -0.2
CCc1ccc(N=CC23c4ccccc4C(c4ccccc42)C2C(=O)N(c4ccc(OC)cc4)C(=O)C23)cc1 (stereo not drawn) | 9.9 | -2.9
O=C(CS(=O)(=O)c1c[nH]c2ccccc12)NC1CCCCC1 | -0.7 | 8.1
CCCCC(CC)C(=O)Nc1cc(C(=O)NCc2ccc(C)cc2)ccc1N1CCC2(CC1)CC(c1cccc(Br)c1)=NO2 (stereo not drawn) | 41.0 | -0.1
CCCn1nnnc1SCC(=O)NCc1ccc2c(c1)OCO2 | -14.1 | 0.5
Cc1ccc([C@H]2C(C(=O)O)=CC[C@@H](c3ccc(C)cc3)N2S(=O)(=O)c2ccccc2C)cc1 | -7.6 | 3.6
COc1ccc(OC)c(S(=O)(=O)Nc2ccccc2C(=O)O)c1 | 17.2 | -23.5
O=C(NCc1ccccc1)c1ccc(CS(=O)(=O)Cc2ccccc2F)o1 | -12.3 | -3.6
CC1CC(NC(=O)/C=C/C(=O)O)CC(C)(C)C1 (stereo not drawn) | 8.6 | -5.6
O=C(c1ccccc1)c1ccc(O)cc1O | 0.1 | -2.0
CN(C)S(=O)(=O)c1cc(NC(=O)COC(=O)/C=C/c2ccco2)ccc1Cl | 11.4 | -8.8
CN(C)NC(=S)Nc1cccc(Cl)c1 | -16.8 | -3.0
OC(c1ccc(Cl)c(F)c1)c1ncc(-c2ccc(Oc3ccccc3)cc2)[nH]1 (stereo not drawn) | -14.0 | 5.6
Cn1c(=O)n(CCc2ccccc2)c(=O)c2c1nc1n2CCCN1CCc1ccccc1 | -43.7 | -17.3
CC(=O)Nc1cccc(C(=O)OCC(=O)NC(=O)NC2CCCC2)c1 | -1.5 | 3.1
CCNC(=O)Nc1cc(S(=O)(=O)Nc2ccc(OC)cc2)ccc1N1CCOCC1 | -50.1 | 5.0
CC1N=C(SCC(=O)c2ccc(F)cc2)N2C(C)N=C(SCC(=O)c3ccc(F)cc3)N12 (stereo not drawn) | 1.3 | 6.6
Cc1ccc(C(=O)Cn2cnc3ccccc3c2=O)cc1 | -15.5 | 2.0
COc1ccccc1Cc1nc(-c2ccc(C)cc2)no1 | -10.4 | 3.0
CCSc1nnc(NC(=O)CSc2nncc(=O)n2N)s1 | 16.2 | -13.3
COC(=O)c1ccc(/C=N/OCC(=O)NCCc2ccc(OC)c(OC)c2)cc1 | 1.5 | -5.1

Carrying on.
smiles | TAG inh | TAG inh DAPI viability
O=C(CN1C(=O)NC2(CCCC2)C1=O)OCc1cccc(Br)c1 | 1.1 | -4.1
C=C(C)Cn1c(C(C)NC(=O)CCC)nc2ccccc21 (stereo not drawn) | -12.3 | 12.7
COc1ccc(C(=O)Nc2cccc3c2CCCC3)c(OC)c1 | -20.0 | -2.3
NC(=O)C(=O)N/N=C1\CCc2ccccc21 | -2.8 | 1.8
NC(=O)N/N=C/c1ccc(OCc2cccc(Cl)c2)cc1 | -11.4 | 3.7
O=C(O)c1cccnc1SCCc1ccccc1 | -10.1 | -5.7
Cc1onc(-c2c(F)cccc2Cl)c1C(=O)N=C(N)N1CC(C)OC(C)C1 (stereo not drawn) | 1.0 | -2.1
Cc1ccccc1CN1C[C@@H]2C[C@@H](c3cn[nH]c3-c3ccc(F)cc3)N3CCC[C@@]23C1=O | 19.7 | -23.6
Cc1cc(NC(=O)c2ccc(F)cc2)n(CCOC(=O)c2ccc(F)cc2)n1 | -3.6 | 4.9
COc1ccc(S(=O)(=O)CCC(=O)N2CCN(c3ccccc3F)CC2)cc1 | 4.5 | -8.0
CNCC(=O)O | -3.9 | 5.9
COc1ccc(CCC(=O)Nc2ccc(-c3noc(-c4ccc(OC)c(OC)c4)n3)cc2)cc1 | 26.0 | 10.7
Cc1nn(Cc2ccccc2)c(C)c1NC(=O)c1cc2nc(-c3ccco3)cc(C(F)(F)F)n2n1 | -6.0 | -2.8
O=C(Cn1nnc(-c2cccc(C(F)(F)F)c2)n1)N1CCCCCC1 | 9.5 | -4.5
Cc1cc(C(=O)COC(=O)c2csc3c2CCCC3)c(C)n1C | -8.0 | -5.9
CC(C)NC(=O)CSc1nnc(C2CC2)n1-c1ccccc1 | -1.9 | 9.5
Cc1cc(=O)[nH]c2ccc(S(=O)(=O)Nc3ccccc3)cc12 | -2.4 | 3.1
CC(C)C(=O)Nc1ccc(NC(=S)NC(=O)c2ccccc2F)cc1 | -10.6 | 4.4
Cc1ccc2c(n1)CC(C)(C)CC2=O | -1.2 | -0.8
O=C(CCNC(=O)c1ccccc1Cl)NCC(c1ccc(F)cc1)N1CCOCC1 (stereo not drawn) | -2.4 | 6.0
NS(=O)(=O)c1ccc(CCNc2nn3c(-c4ccc(F)c(Cl)c4)cnc3s2)cc1 | -0.4 | -1.2
O=C(CSC1=N/C(=C/c2ccco2)C(=O)N1c1ccc(OC(F)F)cc1)NC1CCS(=O)(=O)C1 (stereo not drawn) | 5.2 | -3.3
COc1cc(/C=N/Nc2ccc(C(=O)O)cc2)ccc1O | -7.9 | 3.5
COc1cc2c(cc1OC)CN(C(=O)c1ccc3nc[nH]c3c1)CC2 | 25.7 | -17.3
CCC(c1nnnn1C1CCCC1)N(Cc1cccs1)Cc1cc2cccc(C)c2[nH]c1=O (stereo not drawn) | 3.6 | 11.0
Cc1ccccc1CNC(=O)c1ccc2nc([C@@H]3O[C@H](CO)[C@H](O)[C@H](O)[C@H]3O)[nH]c2c1 | 1.0 | 2.1
NC(=O)c1cc(NC(=O)c2cc(Br)c(Br)s2)cc(C(N)=O)c1 | 7.2 | -1.9
O=C(CCCn1c(SCC(=O)c2ccc(Cl)cc2)nc2ccccc2c1=O)NCc1ccco1 | -4.1 | 27.2
CCOc1cccc(C2CC(=O)Nc3cc(OC)c(OC)cc32)c1 (stereo not drawn) | -2.3 | 2.0
Cn1cc(Cl)c(C(=O)N/N=C/c2ccc(OS(=O)(=O)c3ccccc3)cc2)n1 | 11.0 | 1.6

A second format for part of the listing above.
> NC(=O)c1cc(NC(=O)c2cc(Br)c(Br)s2)cc(C(N)=O)c1
  TAG inh: 7.2; TAG inh DAPI viability: -1.9

> O=C(CCCn1c(SCC(=O)c2ccc(Cl)cc2)nc2ccccc2c1=O)NCc1ccco1
  TAG inh: -4.1; TAG inh DAPI viability: 27.2

> CCOc1cccc(C2CC(=O)Nc3cc(OC)c(OC)cc32)c1 (stereo not drawn)
  TAG inh: -2.3; TAG inh DAPI viability: 2.0

> Cn1cc(Cl)c(C(=O)N/N=C/c2ccc(OS(=O)(=O)c3ccccc3)cc2)n1
  TAG inh: 11.0; TAG inh DAPI viability: 1.6

More entries:
smiles | TAG inh | TAG inh DAPI viability
Cc1c(NC(=O)COc2cccc(F)c2)c(=O)n(-c2ccccc2)n1C | -2.4 | -0.2
N#Cc1c(-c2ccc(F)cc2)ccnc1N1CCOCC1 | -3.1 | 4.4
Cc1cccc(Nc2nnc(-c3ccc(C(=O)N4C[C@H]5C[C@H](C4)c4cccc(=O)n4C5)cc3)c3ccccc23)c1 | -6.6 | 2.7
Clc1cccc(Cl)c1COc1ccncc1 | -9.0 | 0.8
N#C/C(=C(/O)COc1ccccc1)c1nc2ccccc2s1 | 6.8 | -5.3
Cc1ccc(CNC(=O)CCC2CCCN(Cc3cccc4c3OCO4)C2)o1 (stereo not drawn) | -0.1 | -4.3
CC(Sc1n[nH]c(-c2cccs2)n1)C(=O)Nc1ccccc1F (stereo not drawn) | -0.1 | -7.7
C[C@@H]1CN([C@@H](C)CO)C(=O)c2cc(N(C)C)ccc2O[C@@H]1CN(C)Cc1ccncc1 | 61.3* | -29.1*
COc1cc(OC)c2ccc(=O)oc2c1C(CCN1CCN(c2ccccc2)CC1)c1ccc2c(c1)OCO2 (stereo not drawn) | 25.2 | 10.1
Cc1ccc(C(C)C)cc1C(=O)CC1(O)C(=O)N(C)c2ccccc21 (stereo not drawn) | 11.8 | 12.2
Cc1ccccc1-c1nnc(SCC(=O)NC2CCCC2)n1C | -0.4 | 2.3
COc1ccc(C2c3ccc(O)cc3Oc3ncn(CCN4CCOCC4)c(=N)c32)cc1 (stereo not drawn) | 9.6 | -0.5
COc1ccc(C2NC(=O)NC(C)=C2C(=O)Nc2cccc(C)c2C)cc1 (stereo not drawn) | 1.5 | -2.9
Cc1ccc(NC(=O)Cn2cc(C(F)(F)F)cc(Cl)c2=O)cc1S(=O)(=O)N1CCCCC1 | -7.0 | -7.1
O=C(CN1CCN(Cc2ccccc2)C1=O)NCCCN1CCOCC1 | 1.7 | 0.5
CCOc1ccccc1C(=O)Nc1nnc(SCC(=O)Nc2cc(C)on2)s1 | 4.8 | 2.3
Cc1ccc(C(=O)c2c3ccc(C(F)(F)F)cc3[n+]([O-])n2CCCN)cc1 | 27.5 | -2.0
COC(=O)/C=C1/SC(=NC(=O)c2ccc(F)cc2)NC1=O | -3.6 | 1.1
CC(CNC(=O)COC(=O)c1ccco1)c1ccccc1 (stereo not drawn) | 13.1 | 2.9
Cc1nnsc1C(=O)NC1CCCc2c1cnn2-c1ccc(F)cc1F (stereo not drawn) | -33.3 | -3.2
COC(=O)CN(c1nc(C)cc(OC)n1)S(=O)(=O)c1ccc(C)cc1 | 3.8 | -12.1
CC1Cc2ccccc2N1Cc1nc2scc(-c3cccs3)c2c(=O)[nH]1 (stereo not drawn) | -4.1 | -2.3
